PREPL inhibitor = inhibits the human prolyl oligopeptidase-like enzyme; recombinant PREPL, fluorescence polarization activity-based probe; inhibition, % at 5.96 µM; 320,000 tested, 0.68% active; in the data active = inhibition above about 43%;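 also: 0% = enzyme with DMSO and 100% = wells lacking enzyme; many of its hits are not listed in these tables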
PAFAH1B2 FP inh = blocks human PAF acetylhydrolase 1b catalytic subunit 2 | AID 492953 | 340,000 tested, 1.2% active | recombinant PAFAH1B2, FP-rhodamine activity probe, fluorescence polarization | inhibition, % at 3.39 µM;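 active = inhibition above the mean of all tested compounds plus 3 SD, cut at about 24% in these data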;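 also: 0% = enzyme with DMSO and 100% = wells lacking PAFAH1B2; many of its hits are not listed in these tables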
Target sequence (P68402 whole entry, looked up): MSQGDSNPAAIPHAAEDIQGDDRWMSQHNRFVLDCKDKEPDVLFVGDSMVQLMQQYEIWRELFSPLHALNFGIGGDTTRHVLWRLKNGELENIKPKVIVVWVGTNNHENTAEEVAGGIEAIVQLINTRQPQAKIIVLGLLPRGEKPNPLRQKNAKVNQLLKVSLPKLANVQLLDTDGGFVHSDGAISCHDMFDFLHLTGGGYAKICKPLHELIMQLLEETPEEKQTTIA
LYPLA1 counter = blocks human lysophospholipase 1, a PME1 counter-screen; O75608; recombinant LYPLA1, FP-Rh probe fluorescence polarization; inhibition, % at 5.9 µM; 320,000 tested, 0.16% active;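 active = inhibition above the mean of all tested compounds plus 3 SD, set per campaign, cut at about 14% in these data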;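 also: inhibitors block serine hydrolase probe labeling of LYPLA1 so polarization falls; 0% = enzyme with DMSO and 100% = wells lacking LYPLA1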
PAFAH1B3 inh = blocks human PAF acetylhydrolase 1B catalytic subunit 3. Q15102. recombinant PAFAH1B3, FP-rhodamine probe, fluorescence polarization. inhibition, % at 3.39 µM. 340,000 tested, 0.28% active;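 active = inhibition above the screen-wide average of all tested compounds plus 3 SD, cut at about 25% in these data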;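 also: 0% = enzyme with DMSO only and 100% = wells lacking PAFAH1B3 protein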
PAFAH2 inh = inhibitors of human PAFAH2 | inhibition, % at 3.39 µM | 340,000 tested, 0.99% active | Q99487 | recombinant PAFAH2, FP-rhodamine activity probe, fluorescence polarization | AID 492956;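 active = inhibition above the mean over all tested compounds plus 3 SD, cut at about 30% in these data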;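 also: inhibitors block probe labeling of enzyme so polarization drops; 0% = enzyme with DMSO and 100% = wells lacking PAFAH2 protein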
GSTO1 inh = blocks human GSTO1 in RBBP9 counter-screen; P78417; recombinant GSTO1, activity-based probe fluorescence polarization; inhibition, % at 5.96 µM; 300,000 tested, 1.1% active;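 active = inhibition above the campaign mean inhibition plus 3 SD, cut at about 35% in these data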;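 also: 0% = GSTO1-1 with DMSO and 100% = wells lacking GSTO1-1 enzyme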
PAD4 inh = PAD4 (human) enzyme inhibition; recombinant PAD4, RCA probe fluorescence polarization; inhibition, % at 6.36 µM; 330,000 tested, 0.41% active; AID 485272;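 active = percent inhibition above a cutoff equal to the mean of all tested compounds plus 3 SD, cut at about 15% in these data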;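 also: 0% = PAD4 with RCA probe and DMSO and 100% = probe without PAD4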
pPAFAH FP inh = inhibitors of human plasma PAF acetylhydrolase (pPAFAH). Q13093. recombinant pPAFAH, FP-rhodamine probe fluorescence polarization. inhibition, % at 3.39 µM. 330,000 tested, 1.5% active. AID 463082;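 active = inhibition above the mean inhibition across the screen plus 3 SD, cut at about 25% in these data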;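 also: inhibitors block binding of the rhodamine activity-based probe so polarization drops; 0% = enzyme with DMSO and 100% = wells lacking pPAFAH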
Target sequence (Q13093 whole entry, looked up): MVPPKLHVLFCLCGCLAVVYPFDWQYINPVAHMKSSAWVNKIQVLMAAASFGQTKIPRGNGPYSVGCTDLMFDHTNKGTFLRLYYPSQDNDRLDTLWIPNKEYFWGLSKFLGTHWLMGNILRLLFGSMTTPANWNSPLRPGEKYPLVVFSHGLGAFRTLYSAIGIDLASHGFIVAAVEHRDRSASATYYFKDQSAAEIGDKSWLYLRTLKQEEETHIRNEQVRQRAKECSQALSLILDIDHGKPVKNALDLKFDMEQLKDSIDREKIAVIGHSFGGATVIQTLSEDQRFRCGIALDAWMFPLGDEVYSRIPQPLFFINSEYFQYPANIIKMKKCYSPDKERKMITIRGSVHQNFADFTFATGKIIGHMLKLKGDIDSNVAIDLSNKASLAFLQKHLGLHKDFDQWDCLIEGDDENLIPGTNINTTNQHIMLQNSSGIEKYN
LYPLA2 counter = counter-screen for PME1 inhibitors: inhibitors of human LYPLA2. O95372. recombinant LYPLA2, FP-Rh probe fluorescence polarization. inhibition, % at 5.9 µM. 320,000 tested, 0.38% active. AID 2177;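 active = inhibition above the screen-wide mean plus 3 SD, limit set per campaign, cut at about 26% in these data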;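 also: 0% = LYPLA2 with DMSO and 100% = wells lacking LYPLA2 enzyme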
Target sequence (O95372 whole entry, looked up): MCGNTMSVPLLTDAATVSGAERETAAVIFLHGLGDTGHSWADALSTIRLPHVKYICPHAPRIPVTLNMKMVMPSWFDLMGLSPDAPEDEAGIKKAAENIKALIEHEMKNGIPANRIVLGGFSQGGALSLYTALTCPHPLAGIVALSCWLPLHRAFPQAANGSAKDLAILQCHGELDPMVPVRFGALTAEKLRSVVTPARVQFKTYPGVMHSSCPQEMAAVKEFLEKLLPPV
Active calls of the source: *; · = not tested or not shown. The list is partial (hit frequency here may not be typical).

SMILES	PREPL inhibitor	PAFAH1B2 FP inh	LYPLA1 counter	PAFAH1B3 inh	PAFAH2 inh	GSTO1 inh	PAD4 inh	pPAFAH FP inh	LYPLA2 counter
COc1ccc2sc(N(CCN(C)C)C(=O)c3cc(Cl)sc3Cl)nc2c1	-19.2	-1.9	1.7	4.7	-0.6	-0.7	-1.3	3.1	0.0
COc1ccc(C(CNC(=O)COc2ccccc2)N2CCCCC2)cc1 (centres undefined)	17.2	-2.1	-2.9	6.3	3.2	·	-3.4	0.1	-1.2
Cc1ccccc1NC(=O)CSc1nc(O)cc(=O)n1C	6.0	4.4	2.8	10.4	4.4	9.9	2.6	3.1	1.1
CCc1nn(CCCC(=O)N2CCc3ccccc3C2)c(=O)c2cc3occc3n12	10.1	-1.4	1.8	10.4	0.2	6.5	2.0	0.3	0.2
Cc1cc(C)nc(NCCCc2ccccc2)n1	-1.8	5.7	-0.5	2.4	-0.5	6.2	5.2	5.2	3.6
COc1ccc(N=C2SC(C(=O)N3CCN(c4ccccc4)CC3)CC(=O)N2C)cc1 (centres undefined)	28.4	-2.5	-4.3	-2.7	9.0	-0.4	2.5	4.8	-5.0
O=[N+]([O-])c1cnc2ccccn12	13.6	4.4	2.5	8.3	-0.2	7.5	3.1	-0.5	1.4
COc1ccc(NC(=O)C(c2cc3c(cc2[N+](=O)[O-])OCO3)N(C)Cc2ccccc2)cc1 (centres undefined)	-4.7	-1.0	-1.3	5.6	-9.5	-3.7	7.2	15.5	1.7
COc1ccc(CNC(=O)Cc2ccc(-c3ccccc3)cc2)cc1OC	-17.8	1.0	0.5	5.7	-8.8	6.2	-4.1	31.1*	2.3
CCc1nc(C(N)=O)c2[nH]c(=O)n(-c3ccccc3F)c2n1	4.7	1.6	-1.6	6.4	0.8	1.4	1.8	1.5	1.3
O=C1N/C(=N/S(=O)(=O)c2ccccc2)S/C1=C/c1cccnc1	7.2	3.1	1.6	10.8	-5.7	-5.9	5.4	7.6	2.7
C=CCn1c(O)c(N=NC(=S)Nc2ccc(OC)c(Cl)c2)c2ccccc21	27.5	-6.7	9.2	5.4	-14.4	-8.2	0.4	11.1	-2.7
COC(=O)CCCCC1SCC(NC(=O)c2ccccc2)C1=O (centres undefined)	-2.2	-0.5	-3.0	-6.0	0.0	0.0	1.4	1.8	0.1
CCc1nc(NCC2CCCN2CC)c2nnn(Cc3ccccc3F)c2n1 (centres undefined)	3.2	-6.2	-6.0	-1.9	-7.8	7.2	1.1	-1.6	-1.9
COCCOC(=O)c1cc(C(=O)c2cc(Cl)ccc2O)coc1=N	7.4	-3.5	-3.1	1.0	-7.0	-8.8	-1.3	1.7	-3.5
COc1ccc(CCNC(=O)CCOc2ccc(C)cc2)cc1OC	-2.2	2.1	2.3	-5.7	-6.2	3.6	7.0	7.2	1.8
CCOCCCNC(=O)c1cc2c(=O)n3cccc(C)c3nc2n1C	0.4	3.1	-0.4	4.7	0.6	-1.6	-1.2	-2.2	3.6
COCCCNC(=O)c1cccc2c(=O)c(C)c(-c3ccccc3)oc12	10.9	0.5	-4.4	1.0	8.5	5.0	5.7	0.8	3.1
CCc1ccc(CN2CCC(Oc3ccc(C(=O)N4CCCC4)cc3)CC2)cc1	20.4	5.1	3.5	-0.6	-1.7	1.0	4.3	10.6	3.7
OC(COC(c1ccccc1)c1ccccc1)CN1CCOCC1 (centres undefined)	7.2	3.6	-1.4	0.5	-0.4	2.3	3.2	0.3	-1.8
O=C(/C=C/c1ccc(Cl)cc1)NCc1cccs1	-0.7	2.8	1.4	13.0	-1.6	2.8	-0.1	-1.4	0.2
COc1ccccc1C1(O)CCN(C(=O)c2cccs2)CC1	5.1	-7.5	6.7	2.8	-1.1	2.4	-4.7	-0.3	10.7
CC#CCCc1nc2ccccc2c(=O)n1N	3.6	-1.4	1.6	3.9	-8.6	2.9	0.4	-3.0	-1.8
Cc1cccc(C2c3[nH]c4ccccc4c3CCN2C(=O)c2nn(C)c(=O)c3ccccc23)n1 (centres undefined)	0.7	-2.7	-0.7	1.5	10.2	-1.8	-8.3	3.6	-2.6
O=C(O)CN1CCc2ccccc2C1	9.2	9.7	-0.2	9.7	16.0	6.6	0.2	17.4	-6.1

Shown with values under each structure: entries from further up
Order of values – PREPL inhibitor, PAFAH1B2 FP inh, LYPLA1 counter, PAFAH1B3 inh, PAFAH2 inh, GSTO1 inh, PAD4 inh, pPAFAH FP inh, LYPLA2 counter
CCOCCCNC(=O)c1cc2c(=O)n3cccc(C)c3nc2n1C
 : 0.4, 3.1, -0.4, 4.7, 0.6, -1.6, -1.2, -2.2, 3.6
O=C1N/C(=N/S(=O)(=O)c2ccccc2)S/C1=C/c1cccnc1
 : 7.2, 3.1, 1.6, 10.8, -5.7, -5.9, 5.4, 7.6, 2.7
COC(=O)CCCCC1SCC(NC(=O)c2ccccc2)C1=O (centres undefined)
 : -2.2, -0.5, -3.0, -6.0, 0.0, 0.0, 1.4, 1.8, 0.1

Additional structures:
SMILES	PREPL inhibitor	PAFAH1B2 FP inh	LYPLA1 counter	PAFAH1B3 inh	PAFAH2 inh	GSTO1 inh	PAD4 inh	pPAFAH FP inh	LYPLA2 counter
Cc1ccc(S(=O)(=O)c2nc(Nc3nccs3)sc2Cl)cc1	1.5	6.3	-3.8	5.1	8.3	-8.3	-6.1	19.0	-9.2
O=C(Nc1ccc2oc(-c3cccnc3)nc2c1)c1ccc2c(c1)OCCO2	10.3	-0.3	20.7*	-4.2	5.1	11.1	-2.2	15.0	47.2*
CCc1ccc2c(CC(=O)Nc3cccc(S(=O)(=O)N4CCOCC4)c3)coc2c1	22.7	-2.7	-13.9	-4.3	-6.3	·	-0.9	9.2	-9.3
COc1ccc2c(COC(=O)CCS(=O)(=O)c3ccc(C)cc3)cc(=O)oc2c1	-8.9	2.0	4.4	7.4	6.0	0.2	-3.1	11.3	3.5
O=C(NNC(=O)c1ccc([N+](=O)[O-])cc1)NC1CCCCC1	12.6	0.1	2.5	6.3	5.9	0.1	1.1	2.1	7.8
Cc1cc(NS(=O)(=O)c2ccccc2)c([N+](=O)[O-])cc1C	3.1	2.4	-1.7	12.9	2.3	3.0	-5.2	1.5	-2.8
O=C(Nc1cccc(C(F)(F)F)c1)c1cc(S(=O)(=O)N2CCCCC2)ccc1N1CCOCC1	7.5	-6.5	-0.6	2.3	-4.0	-2.7	-1.3	3.3	11.2
CC1CC(C)CN(c2ncc3c(n2)CC(c2ccccc2Cl)CC3=O)C1 (centres undefined)	19.0	-2.5	1.9	0.4	-1.1	-5.4	5.9	-5.2	-12.9
COC(=O)c1ccc(S(=O)(=O)N2CCCCCC2)n1C	15.2	-3.1	-0.5	4.5	2.2	-6.9	-1.1	-4.8	-6.7
CC(C)(C)c1ccccc1NC(=O)COC(=O)CN1C(=O)NC2(CCCC2)C1=O	-4.8	0.8	0.2	11.5	6.3	7.6	-4.4	3.7	-1.3
CCOc1c2ccccc2nn1CCOC	12.3	1.6	-2.0	0.8	-0.5	-1.3	-2.3	-1.1	-2.1
CCSC(=N)N	13.0	0.3	2.7	6.4	-2.8	4.2	0.6	0.7	-0.1
CC(=O)N1CCC(N(CCN2CCOCC2)C(=S)Nc2cccc(C)c2C)CC1	-5.1	2.5	2.0	2.2	0.1	-0.6	-0.8	2.5	2.7
CC1(C)Cc2ccccc2-c2nc(NCCCO)[nH]c(=O)c21	2.9	8.9	0.6	2.0	6.8	3.3	0.5	5.6	-2.9
COc1ccc(/C=C2\SC(=O)N(CCC(=O)N3CCCCC3)C2=O)cc1OC	16.5	0.8	-4.6	2.1	-3.9	2.7	-1.0	-5.8	-6.9
CCOC(=O)N1CCN(Cc2nc3c(c(=O)[nH]c(=O)n3C)n2CCCc2ccccc2)CC1	4.2	-1.6	2.7	9.0	6.5	6.5	-0.4	2.5	2.0
COc1ccc(C(=O)Nc2c(N)nc(SCC(=O)c3ccccc3)[nH]c2=O)cc1	24.3	5.9	1.9	11.5	-0.5	-6.4	-1.9	2.9	-2.3
COCCNC(=O)CCn1nc(-c2ccc(C)cc2)ccc1=O	-12.8	-1.6	-0.5	12.4	5.0	5.7	1.4	2.1	-2.2
COc1cccc(NC(=O)CCN2C(=O)c3cccc([N+](=O)[O-])c3C2=O)c1	-2.3	7.6	-0.6	9.6	11.9	2.2	1.9	4.6	4.1
CCOC1=C/C(=C/c2c(N)n3nc(CC(=O)N4CCCCC4)sc3nc2=O)C=CC1=O	-1.5	12.8	-8.0	5.0	5.3	0.9	-8.6	16.2	-2.8
CN1CCN(C(=S)NC(=O)c2cccc([N+](=O)[O-])c2)CC1	1.2	-6.7	-2.2	9.5	-0.2	4.2	-2.3	-2.9	1.6
Cn1c(NCCO)nc2c1c(=O)n(Cc1cccc(Cl)c1)c(=O)n2C	12.6	10.5	-1.1	4.4	3.4	1.5	1.9	1.3	6.4
O=C(CCCN1C(=O)/C(=C/c2cccs2)SC1=S)NNC(=O)c1ccncc1	-19.7	-4.2	0.2	4.6	-2.8	-0.7	-7.6	3.3	-5.2
CCOC(=O)c1c(C)[nH]c(C(=O)COC(=O)c2[nH]c(C)c(C(C)=O)c2C)c1C	4.1	3.0	2.4	-8.1	-5.0	6.4	-4.3	0.7	1.1
Cc1ccc(CNc2nc3ccccc3n3cnnc23)cc1	16.5	7.0	-2.1	1.7	-2.5	5.0	-5.9	0.0	0.5
(more compounds)
SMILES	PREPL inhibitor	PAFAH1B2 FP inh	LYPLA1 counter	PAFAH1B3 inh	PAFAH2 inh	GSTO1 inh	PAD4 inh	pPAFAH FP inh	LYPLA2 counter
COCC(=O)NCCc1nc(-c2ccccc2)cs1	7.6	2.0	-2.8	5.3	-0.9	4.7	3.9	5.8	3.0
COc1ccc(Sc2cc(C(F)(F)F)nc(-c3ccccn3)n2)cc1	3.9	4.6	1.2	-1.1	10.1	0.1	2.7	12.3	2.1
O=C1CC(c2cccs2)CC2=C1C(c1ccccc1)n1ncnc1N2 (centres undefined)	11.4	2.8	-1.5	7.1	8.8	10.4	4.0	1.7	-1.4
COc1ccc(CNS(=O)(=O)c2cccc(S(=O)(=O)N3CCOCC3)c2)cc1	6.6	9.3	0.8	4.2	2.8	2.4	0.8	0.9	2.9
COc1ccc(C(C(=O)NC2CCCC2)N(CCN2CCOCC2)C(=O)c2ccc(OC)c(OC)c2)cc1 (centres undefined)	-0.8	0.1	0.0	6.4	-5.8	6.8	-5.4	2.3	-0.3
CN(C1CCCCC1)S(=O)(=O)c1cc2c3c(c1)CCN3C(=O)CC2	0.2	2.2	1.0	11.2	1.1	2.0	-0.1	8.7	5.1
CCc1c(C(=O)NCCc2ccc(OC)c(OC)c2)[nH]c(C)c1C(C)=O	10.5	-1.3	-5.1	-0.2	-5.9	1.4	1.4	7.5	0.7
COc1ccccc1NC(=O)C1Cc2ccccc2CN1C(=O)c1ccco1 (centres undefined)	-7.4	0.4	-4.4	2.9	-2.6	1.4	0.5	10.1	-4.8
Cc1ccc(S(=O)(=O)C2(C(=O)Nc3ccc(C(C)C)cc3)CC2)cc1	-5.1	1.2	-0.7	0.2	0.7	6.5	-1.0	3.1	-7.3
Cc1ccc(OC(=O)C2c3ccccc3Oc3ccccc32)cc1C	-2.7	-0.9	-2.3	10.0	5.6	-18.2	-1.7	8.2	-2.3
Cc1ccc(-c2c3c(=O)n(C)c(=O)n(C)c3cn2N2CCOCC2)cc1	3.5	1.9	9.3	-0.5	5.4	3.8	-0.2	1.5	5.0
CS(=O)(=O)c1ccc(-c2nnc(NC(=O)C3=COCCO3)o2)cc1	11.7	1.9	2.6	-3.0	-0.5	-6.0	-4.8	-3.0	6.8
Cc1noc(/C=C/N(C)C)c1S(=O)(=O)N1CCc2ccccc21	-8.7	5.5	-2.6	-4.6	6.5	-0.2	-6.3	4.5	-5.2
